Compound activity (PubChem BioAssay)
MLLE-PAM2 inh – blocks PAM2 peptide binding to the PABP1 MLLE domain. P11940. GST-MLLE / FITC-PAM2 fluorescence polarization. inhibition, % at 20 µM. hit rate 0.36% among 360,000; in the data active = inhibition above about 35%, passing the limit was not always enough;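 also: plate controls were DMSO wells with GST-MLLE for no effect and wells lacking GST-MLLE protein for full effect; some results filed as inactive read as strong as hits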
bovine MsrA act – bovine methionine sulfoxide reductase A activation; AID 602163; activation, % at 10.6 µM; purified bovine MsrA, absorbance read-out; hit rate 0.3% among 360,000; in the data active = activation above about 7.5%;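 also: 0% = vehicle and 100% = reference activator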
E coli Lon inh – inhibitors of E. coli Lon protease; hit rate 0.42% among 360,000; AID 602123; inhibition, % at 7.94 µM; purified E. coli Lon protease, fluorescence polarization; P0A9M0; in the data active = inhibition above about 13%, passing the limit was not always enough;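 also: 0% = enzyme with probe and DMSO and 100% = no enzyme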
Target sequence (P0A9M0 whole entry, looked up): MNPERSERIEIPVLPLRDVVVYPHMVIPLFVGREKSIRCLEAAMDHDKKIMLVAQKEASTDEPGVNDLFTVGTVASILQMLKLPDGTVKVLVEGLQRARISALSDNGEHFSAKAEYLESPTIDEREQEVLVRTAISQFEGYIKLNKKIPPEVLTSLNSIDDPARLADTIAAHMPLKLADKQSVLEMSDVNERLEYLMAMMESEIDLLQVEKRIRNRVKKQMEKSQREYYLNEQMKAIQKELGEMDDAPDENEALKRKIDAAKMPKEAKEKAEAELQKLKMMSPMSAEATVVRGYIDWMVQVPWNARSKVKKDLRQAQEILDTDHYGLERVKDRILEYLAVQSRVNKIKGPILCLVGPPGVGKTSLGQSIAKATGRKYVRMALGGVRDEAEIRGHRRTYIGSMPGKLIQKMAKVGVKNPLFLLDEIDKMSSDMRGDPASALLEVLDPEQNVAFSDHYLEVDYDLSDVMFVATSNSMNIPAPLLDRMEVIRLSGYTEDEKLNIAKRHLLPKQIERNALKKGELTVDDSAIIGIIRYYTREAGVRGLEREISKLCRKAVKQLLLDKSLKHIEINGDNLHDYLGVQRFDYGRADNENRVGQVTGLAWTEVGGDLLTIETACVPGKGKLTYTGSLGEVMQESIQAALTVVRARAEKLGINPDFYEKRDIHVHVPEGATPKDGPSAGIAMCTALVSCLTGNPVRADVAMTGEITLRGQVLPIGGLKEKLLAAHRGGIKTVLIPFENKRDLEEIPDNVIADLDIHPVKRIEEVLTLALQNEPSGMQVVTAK
MsrA inh – inhibitors of bovine MsrA. purified bovine MsrA, absorbance read-out. inhibition, % at 15.5 µM. hit rate 0.75% among 360,000. AID 651718; in the data active = inhibition above about 4.5%;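 also: 0% = vehicle wells with enzyme and 100% = reference inhibitor wells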
CSN deneddyl inh – CSN deneddylation inhibition. Q92905. Purified CSN, SCF-Nedd8-OG deneddylation, fluorescence polarization. inhibition, % at 12.5 µM. AID 651999. hit rate 0.38% among 360,000;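 active = pattern-corrected inhibition above about 35%, with an unprinted fluorescence ratio check between 0.5 and 1.5, limit read from the data, passing the limit was not always enough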;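 also: 0% = enzyme with substrate and 100% = substrate without enzyme; some results filed as inactive read as strong as hits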
Target sequence (Q92905 whole entry, looked up, one chain of several): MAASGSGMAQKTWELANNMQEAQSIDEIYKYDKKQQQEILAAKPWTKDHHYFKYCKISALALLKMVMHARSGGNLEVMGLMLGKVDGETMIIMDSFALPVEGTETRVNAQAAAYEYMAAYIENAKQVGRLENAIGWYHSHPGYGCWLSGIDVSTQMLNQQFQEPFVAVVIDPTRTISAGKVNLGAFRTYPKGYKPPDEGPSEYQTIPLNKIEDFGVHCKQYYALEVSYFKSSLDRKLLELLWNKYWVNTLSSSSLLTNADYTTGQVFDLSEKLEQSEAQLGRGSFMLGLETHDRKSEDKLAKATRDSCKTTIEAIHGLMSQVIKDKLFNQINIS
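Material: purified human Csn5 enzyme expressed in HEK293T cells / Medium: Tris buffer pH 7.5, NaCl, DTT, Tween-20, trehalose, ovalbumin / Compound dosing: 12.5 µM single point / Schedule: 90 min incubation of compound, enzyme and substrate at room temperature / Signal: fluorescence polarization of the substrate / Control set: no-enzyme wells high, enzyme-with-substrate wells low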
MT1-MMP act inh – blocks activation of human MT1-MMP | GFP/RFP ratio change, % at 20 µM | HT1080 RFP-PRO-GFP cells, GFP/RFP ratio fluorescence, overnight; percent of plate control window, DMSO zero | P50281 | hit rate 0.061% among 360,000;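 active = GFP/RFP ratio change of at least 30% with cell ATP level not reduced by more than half and red fluorescence within 50% of control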; also: strong numbers were not always called active
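Assay system: HT1080 RFP-PRO-GFP cells | Dosing: 20 µM single dose, 1% DMSO | Incubation: Cells overnight before dosing, compound overnight, 37 °C, 5% CO2 | Evaluation: GFP/RFP fluorescence ratio | Control set: DMSO-only wells and HT1080 RFP-L50D-GFP cell wells as references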
Rpn11 block – blocks the human proteasome subunit Rpn11 | O00487 | human 26S proteasome, Ub4-pepOG fluorescence polarization; 20S core pre-blocked with epoxomicin | calls only at 20 µM | hit rate 0.59% among 360,000;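 active = inhibition at 20 µM, scaled to each plate's controls, above about 33%, limit read from the data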
Rin1-Abl PPI inh – blocks binding of human Rin1 to Abl | inhibition, % at 7.35 µM | AID 588664 | hit rate 0.4% among 360,000 | TR-FRET Rin1/Abl binding, biochemical | P00519+Q13671; in the data active = inhibition above about 5%, passing the limit was not always enough
FAS-TE inh – inhibitors of human fatty acid synthase thioesterase domain; recombinant FAS-TE, OMFH fluorogenic substrate, fluorescence endpoint; hit rate 0.67% among 360,000; AID 602261; inhibition, % at 15 µM; P49327;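 active = compounds whose normalised, plate-corrected inhibition of enzyme fluorescence in the single-dose primary screen is 50% or more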;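 also: 0% = DMSO with enzyme and 100% = substrate without enzyme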
* = called active by the depositor; i = inactive; / = no result given.

The opening 4 records (preview)
SMILES	MLLE-PAM2 inh	bovine MsrA act	E coli Lon inh	MsrA inh	CSN deneddyl inh	MT1-MMP act inh	Rpn11 block	Rin1-Abl PPI inh	FAS-TE inh
CC(=O)Nc1ccc(CN2CCN(c3cccc(C(F)(F)F)c3)CC2)cc1	-3	-13	0	-0.1	-2	1	i	0	-4
O=S(=O)(c1ccc(=S)[nH]c1)N1CCN(Cc2ccccc2)CC1	22	0	10	0.8	0	-2	i	-6	-6
CN1CCN(C(=O)C2=C[C@@H](C3CCCCC3)C[C@@H](OCCCCO)O2)CC1	1	-2	7	-0.5	3	2	i	1	-8
CC(C)Sc1nc2c(cnn2-c2ccccc2)c(=O)[nH]1	-5	-6	-2	-1.3	-3	1	i	-2	-6

Main list, from the start:
SMILES	MLLE-PAM2 inh	bovine MsrA act	E coli Lon inh	MsrA inh	CSN deneddyl inh	MT1-MMP act inh	Rpn11 block	Rin1-Abl PPI inh	FAS-TE inh
CC(=O)Nc1ccc(CN2CCN(c3cccc(C(F)(F)F)c3)CC2)cc1	-3	-13	0	-0.1	-2	1	i	0	-4
O=S(=O)(c1ccc(=S)[nH]c1)N1CCN(Cc2ccccc2)CC1	22	0	10	0.8	0	-2	i	-6	-6
CN1CCN(C(=O)C2=C[C@@H](C3CCCCC3)C[C@@H](OCCCCO)O2)CC1	1	-2	7	-0.5	3	2	i	1	-8
CC(C)Sc1nc2c(cnn2-c2ccccc2)c(=O)[nH]1	-5	-6	-2	-1.3	-3	1	i	-2	-6
COc1ccc(-c2sc3cc4c(cc3c2C#Cc2ccc(N)cc2)OCO4)cc1	2	-4	-3	3.0	-1	0	i	1	30
CCCc1cc(=O)n2[nH]c(C)c(-c3ccc(OC)cc3)c2n1	3	-5	8	1.6	-1	1	i	3	-4
CCC(C(=O)NC(C)(C)C)N(C(=O)c1ccc(Cl)nc1)C1CCCC1 (configuration not stated)	4	-2	-14	1.2	-1	2	i	2	-4
CNC(=O)COc1cccc(C(=O)NCc2ccccc2)c1	-7	-6	6	1.5	-2	15	i	-1	-14
O=C(COC(=O)c1ccccc1Cl)NC1CCCCCC1	11	-1	-4	-0.3	3	1	i	1	4
CC(C)c1ccc(NC(=O)CCNS(=O)(=O)c2cccc3nonc23)cc1	9	-4	-7	1.3	-4	3	i	0	8
COc1cccc(C(=O)N2CCC[C@H]2C(=O)N2CCC[C@H]2C(=O)NCc2ccccn2)c1	/	-2	-4	0.6	-2	5	/	/	-10
Cc1csc2nc(CNS(=O)(=O)c3ccc4c(c3)OCCO4)cn12	6	0	-6	0.8	-2	1	i	1	-8
Cc1ccccc1S(=O)(=O)N1C[C@H]2[C@H]3C(=O)N(c4ccccc4)C(=O)[C@H]3CC(=O)[C@H]2[C@@H]1c1ccc(Cl)cc1	2	-1	2	-0.5	-3	7	i	-3	32
CC(=O)Nc1cc(C(=O)N2CCCC2)ccc1Sc1ccc(Cl)cc1	2	1	-7	-1.2	5	0	i	1	-6
Cc1ccc2nc(NNC(=O)c3ccc4c(c3)OCCO4)sc2c1	-151	-8	-3	1.9	1	0	i	0	-4
CN(CCC1CCOCC1)Cc1nc(Cc2ccccc2F)no1	-1	-3	-4	-1.6	-1	-3	i	-1	0
CN(C(=O)CSc1nc(N)nn1-c1ccccc1)c1ccccc1	7	-1	-6	-0.3	1	-2	i	2	-6
CCN(c1ccccc1)S(=O)(=O)c1ccc(Cl)c(C(=O)NCc2ccco2)c1	-4	-2	1	-0.3	4	1	i	1	6
COc1ccccc1OCCNC(=O)c1c(-c2ccccc2Cl)noc1C	12	-2	-3	-0.5	2	-2	i	-1	0
COc1ccc(CN2CCNC(=O)C2CC(=O)NCCCn2cccn2)c(OC)c1 (configuration not stated)	-4	-2	-4	0.3	3	1	i	0	-4
Cc1cccc(C(=O)N2CCN(c3ccc(C(F)(F)F)cn3)CC2)c1C	-11	-7	-3	-0.6	0	-2	i	0	14
O=C1NC[C@H](c2ccccc2)N(CCc2cccc(F)c2)C1=O	-11	-3	-5	0.3	-5	2	i	1	-8
CCOCCC(=O)Nc1nnc(CCc2ccccc2)s1	0	-6	0	-0.3	-5	1	i	-3	-7
Cc1ccc(S(=O)(=O)NCCC(c2ccc(F)cc2)c2ccco2)cc1 (configuration not stated)	10	-1	11	-0.2	-9	-6	i	3	23
CCOc1ccc(-c2nc(C#N)c(NCC(C)C)o2)cc1	-3	-4	-9	0.6	0	7	i	-1	4
CC(C)(C)c1ccc(C(=O)NC(=S)Nn2cnnc2)cc1	7	3	1	-0.7	0	1	i	-1	-9
CCOc1c(C)cnc2c1c(=O)n(Cc1ccccc1Cl)c(=O)n2C	-4	-2	8	-0.8	1	-1	i	1	9
CCC(Sc1nc2ccc(N)cc2s1)C(=O)Nc1nccs1 (configuration not stated)	19	3	5	1.4	-2	7	i	2	-2
Nc1ccc2cccc(O)c2c1	-7	-8	-17	0.1	6	15	i	-2	3
Cc1cc(C)n2nc(SCc3ncc(-c4ccccc4)o3)nc2n1	6	-8	-6	0.7	-2	-5	i	1	13
Cc1ccc(S(=O)(=O)N2CCN(C(=O)COC(=O)C3CC3C)CC2)c(C)c1 (configuration not stated)	1	3	-9	0.1	-1	-3	i	3	-3
CCOc1ncccc1C(=O)OCC(=O)Nc1ccc(C(N)=O)cc1	5	-3	5	-0.8	-1	-1	i	1	-4
COc1ccc(C(CNC(=O)COc2cccc(C(F)(F)F)c2)N2CCCC2)cc1 (configuration not stated)	2	0	-19	1.4	0	9	i	5	4
Nn1c(SCc2cccc(Br)c2)nnc1-c1cccnc1	-34	0	6	0.3	3	-1	i	-2	-2
COc1ccc(NC(=O)CN(C)CC(=O)Nc2cccc(S(=O)(=O)N(C)c3ccccc3)c2)cc1	-14	-10	-2	0.4	-5	10	i	0	20
Cc1cc(NC(=O)c2c(F)cccc2Cl)no1	-9	-3	-4	2.0	0	8	i	-3	-2
Cc1ccc(CNC(=O)CN(C(=O)C2(C)CC(=O)N=C3C=CC=CN32)c2cccc(C)c2C)cc1 (configuration not stated)	8	-2	-6	0.4	-5	-1	i	0	0
CCOC(=O)C1CCN(c2c(NCCN3CCCCC3C)c(=O)c2=O)CC1 (configuration not stated)	-12	-1	7	-0.1	2	-3	i	-1	-3
COCCn1c(=O)[nH]c2cc(C(=O)NCc3cccnc3)ccc2c1=O	-1	0	6	-0.4	0	-3	i	2	-3
CCOc1ccccc1NC(=O)CCn1nc(C)c(S(=O)(=O)N2CCCCC2)c1C	-6	-3	15	-0.2	-1	-1	i	0	0
O=C(O)c1cccc(Nc2ncnc3sccc23)c1	-3	-10	3	-0.2	-6	-3	i	3	-3
CCNC(=O)c1cc2c(c(-c3cccc(-c4ccccc4F)c3)n1)[C@H](CCO)N(C(=O)CC)C2	/	-3	-7	0.1	-4	4	/	/	-2
O=C(CCn1c(=O)oc2ccccc21)Nc1cccc([N+](=O)[O-])c1	-11	-3	-4	-0.5	3	0	i	1	17
CN(C(=O)c1ccc2c(c1)S(=O)(=O)N=C1CCCCCN12)c1ccccc1	-6	-10	10	0.8	-2	15	i	1	-8
Cc1c(C(=O)N2CCc3ccccc3C2)oc2ccccc12	-7	-10	10	-0.1	4	5	i	3	8
COC(=O)[C@]1(C)CCC[C@@]2(C)C3CC[C@]4(OC(C)=O)C[C@@]3(CCC21)CC4=O (some centres not stated)	-11	-11	-7	-0.7	1	2	i	0	4
CN(C)CCNC(=O)c1cc2c(s1)-c1ccccc1OC2	1	-12	-1	1.6	-5	3	i	-5	-5
CC(C)(C)c1ccc(OCC(=O)N/N=C/C2CC=CCC2)cc1 (configuration not stated)	2	4	1	-0.6	0	9	i	0	14
CC(=O)OCC(=O)[C@@]1(O)CC[C@H]2[C@@H]3CCC4=CC(=O)C=C[C@]4(C)[C@H]3[C@@H](O)C[C@@]21C	9	-5	-8	1.7	0	2	i	0	3
Cc1ccc(C)c(/C(O)=C2/C(=O)C(=O)N(CCN3CCOCC3)C2c2ccco2)c1 (configuration not stated)	12	-4	4	-0.1	9	-13	i	-3	-10
COc1ccc(/C=C2\CCCC3C2=NN(C(=O)c2scnc2C)C3c2ccc(OC)c(OC)c2)cc1OC (configuration not stated)	-8	-1	-7	-0.5	0	-5	i	1	28
COCCCNC(=O)c1cccc2c(-c3ccc(O)c(OC)c3)coc12	10	-1	-5	0.8	3	11	i	1	-6
CC1=C(C(=O)OCc2ccccc2)C(c2cccc(Cl)c2Cl)NC(=O)N1CCCCCC(=O)O (configuration not stated)	-7	0	-2	-0.9	-2	9	i	0	7
COC(=O)c1ccc2nc(-c3ccc(Cl)cc3)c(CC3CCCCC3)n2c1	/	-5	-4	0.7	6	-15	/	/	24
COc1ccc(NC(=O)CSc2cn[nH]n2)cc1OC	4	-1	-3	-0.5	-8	3	i	0	-11
CON(C)C(=O)/C=C/CCCCNC(=O)OC(C)(C)C	7	6	-1	-1.1	-2	4	i	-1	-7
COC(=O)CNC(=O)C1CCN(C(=O)OCc2ccccc2)CC1	-9	-2	3	0.1	1	0	i	4	-5
Fc1ccc(-c2nc(-c3cnccn3)no2)c(Cl)c1	-9	-4	15	0.3	4	-1	i	0	5
CN(CCO)CC(O)Cn1cnc2c1c(=O)n(C)c(=O)n2C (configuration not stated) (tested in a mixture with another compound)	6	-5	-11	/	-3	2	i	2	-5
O=C(NCC1CCCO1)C(c1cccs1)N(C(=O)c1ccc(CN2CCOCC2)o1)c1ccc(Cl)cc1 (configuration not stated)	18	-13	-6	-1.3	-11	3	i	3	-6

The list continues:
SMILES	MLLE-PAM2 inh	bovine MsrA act	E coli Lon inh	MsrA inh	CSN deneddyl inh	MT1-MMP act inh	Rpn11 block	Rin1-Abl PPI inh	FAS-TE inh
O=C(O)c1cccc(-c2ccc(/C=N/Nc3ccc([N+](=O)[O-])cc3)o2)c1	-141	-4	-303	1.4	93*	-76	/	-4	2
CN(C)C(=O)COC(=O)c1ccccc1Sc1ccccc1C#N	23	2	3	0.5	8	2	i	1	-5
COc1cc(F)ccc1-c1cc(C(=O)NCc2cccc(Cl)c2)[nH]n1	-7	-1	-4	2.6	1	0	i	1	16
CCCc1ccc2oc(C(=O)N3CCC(COC)C3)c(C)c2c1 (configuration not stated)	-12	0	0	1.8	-2	0	i	1	6
CCC(CC)n1c(C)cc(=O)n1C(CC)CC	1	-2	0	0.1	1	2	i	1	-9
C=CCNC(=O)c1ccc2c(=O)n(Cc3ccccc3OC)c(=S)[nH]c2c1	-100	-2	12	-0.4	2	1	i	-3	-5
CC(C)CO/C(=N/S(=O)(=O)c1ccccc1)c1ccccc1	-2	3	-8	-1.3	2	5	i	-3	10
CC(NC(=O)C1CCN(C(=O)[C@@H]2Cc3ccccc3CN2C(=O)OC(C)(C)C)CC1)c1ccccc1 (some centres not stated)	7	-3	0	-0.6	-2	3	i	-2	0
O=C(CSc1nc2ccccc2c(=O)n1-c1ccccc1)NCc1ccco1	0	-3	-2	-0.7	2	-2	i	-3	-9
CCOC(=O)C(Oc1ccc(=O)n(-c2ccccc2)n1)C(C)=O (configuration not stated)	-1	-6	-1	1.6	-1	7	i	-1	-5
CC1CC(=O)Nc2ccccc2N1C(=O)CSc1nnnn1C (configuration not stated)	-5	-1	-2	-0.1	2	1	i	1	-7
Cc1onc(-c2ccccc2)c1C(=O)NC(=S)NNC(=O)c1cc(-c2ccc(F)cc2)n[nH]1	-51	0	3	0.8	6	0	i	-1	0
